Bioassay records (PubChem BioAssay)
RPL19A-GFP yeast – alters RPL19A-GFP fluorescence in TOR pathway yeast screen. S. cerevisiae RPL19A-GFP strain, flow cytometry, 3 h; stronger effect = lower value. percent response vs DMSO, % at 10 µM. 330,000 compounds, 0.3% hits. AID 2025;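 active = percent response vs DMSO below 50%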;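 also: median channel GFP fluorescence of the barcoded RPL19A-GFP strain; ratio of sample median GFP to plate DMSO average so 100% = DMSO; lower means less RPL19A-GFP as with rapamycin TOR inhibition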
procasp7 counter – counter-screen: procaspase-7 (human) activation. P55210. recombinant procaspase-7, Ac-DEVD-pNA absorbance 405 nm; D23A/D198A/D206A triple mutant, cannot self-cleave; scale: DMSO 0, 5 µM enzyme 100. activation, % at 8.5 µM. 330,000 compounds, 0.093% hits;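 active = percent activation above the screen-wide mean plus 3 SD, cut at about 25% in these data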
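buffer or medium = Zinc-free HEPES/NaCl buffer, pH 7.4 | material = Procaspase-7 triple mutant (PC-7 D3A) | input = 2 µM procaspase-7 mutant as dispensed | signal = Epi-absorbance of released pNA at 405 nm, two timepoints | timing = 1 h preincubation, 2 h reaction | replicates = singlicate compound testing | evaluation = % activation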
procasp3 activ – activates human procaspase-3 | 330,000 compounds, 0.11% hits | recombinant procaspase-3 D3A, Ac-DEVD-pNA absorbance 405 nm | activation, % at 8.5 µM | AID 463141 | P42574;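 active = activation above the mean of all tested compounds plus 3 SD, cut at about 21% in these data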;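 also: 0% = DMSO alone and 100% = DMSO wells spiked with extra 5 µM PC-3 D3A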
Target sequence (P42574 whole entry D9A/D28A/D175A): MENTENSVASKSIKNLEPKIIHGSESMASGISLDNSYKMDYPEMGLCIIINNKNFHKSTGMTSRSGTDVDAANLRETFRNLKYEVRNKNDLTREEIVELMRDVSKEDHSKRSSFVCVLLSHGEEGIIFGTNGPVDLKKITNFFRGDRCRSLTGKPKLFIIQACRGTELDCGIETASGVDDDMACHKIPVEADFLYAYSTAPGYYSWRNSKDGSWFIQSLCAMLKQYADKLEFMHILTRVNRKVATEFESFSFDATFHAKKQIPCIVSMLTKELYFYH
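Assay system – Procaspase-3 D3A mutant, all three cleavage aspartates alanine · Controls – DMSO-only low control, 5 µM PC-3 D3A high control · Schedule – 1 h compound preincubation, 2 h substrate hydrolysis at 25 °C · Signal – 405 nm absorbance of p-nitroaniline, reads at 0 and 120 min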
ZTA counter – blocks Epstein-Barr virus ZTA, an EBNA-1 counter-screen | P03206 | ZTA-DNA binding, fluorescence polarization | inhibition, % at 11 µM | 320,000 compounds, 0.15% hits | AID 2234; in the data active = inhibition above about 33%
AHR act – activates the human aryl hydrocarbon receptor. P35869. 320,000 compounds, 2.5% hits. activation, % at 5 µM. AID 2796. AHR-responsive luciferase reporter cells, luminescence; in the data active = activation above about 47%;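 also: 0% = vehicle wells and 100% = reference agonist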
Target sequence (P35869 whole entry, looked up): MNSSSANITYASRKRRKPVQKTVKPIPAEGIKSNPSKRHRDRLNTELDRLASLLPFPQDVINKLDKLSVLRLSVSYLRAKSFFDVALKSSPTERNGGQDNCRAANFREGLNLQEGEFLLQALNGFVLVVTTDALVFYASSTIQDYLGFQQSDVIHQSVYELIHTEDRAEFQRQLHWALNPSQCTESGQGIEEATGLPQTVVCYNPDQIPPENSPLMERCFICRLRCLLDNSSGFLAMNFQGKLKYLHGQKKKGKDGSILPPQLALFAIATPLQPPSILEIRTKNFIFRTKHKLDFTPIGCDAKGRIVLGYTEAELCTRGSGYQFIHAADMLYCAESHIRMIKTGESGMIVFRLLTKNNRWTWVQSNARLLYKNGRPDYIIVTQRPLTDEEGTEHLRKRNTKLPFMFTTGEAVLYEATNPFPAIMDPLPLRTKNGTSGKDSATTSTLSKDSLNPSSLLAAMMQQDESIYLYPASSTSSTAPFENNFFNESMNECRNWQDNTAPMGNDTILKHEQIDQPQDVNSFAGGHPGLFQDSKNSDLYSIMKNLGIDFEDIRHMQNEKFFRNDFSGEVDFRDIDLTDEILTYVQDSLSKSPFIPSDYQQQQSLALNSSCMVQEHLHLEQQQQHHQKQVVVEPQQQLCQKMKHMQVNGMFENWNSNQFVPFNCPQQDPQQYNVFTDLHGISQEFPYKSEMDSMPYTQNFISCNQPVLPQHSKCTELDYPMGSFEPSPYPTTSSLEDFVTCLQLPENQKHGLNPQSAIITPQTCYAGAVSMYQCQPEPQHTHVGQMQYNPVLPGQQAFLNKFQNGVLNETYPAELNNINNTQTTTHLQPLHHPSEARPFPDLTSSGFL
EBNA-1 inhibitor – blocks EBNA-1 binding to DNA. inhibition, % at 14.8 µM. AID 1950. EBNA-1 DNA binding, fluorescence polarization. 300,000 compounds, 0.34% hits; in the data active = inhibition above about 28%
LAP4 TOR yeast – modulators of TOR pathway LAP4-GFP in S. cerevisiae; AID 2023; 320,000 compounds, 0.34% hits; GFP response vs DMSO, % at 10 µM; S. cerevisiae LAP4-GFP multiplex, flow cytometry GFP, 3 h; median GFP as percent of DMSO wells;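 active = GFP response vs DMSO above a set limit, about the screen mean plus 3 SD, cut at about 150% in these data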
MEP2 TOR yeast – alters MEP2-GFP fluorescence in TOR pathway yeast screen. S. cerevisiae MEP2-GFP strain, flow cytometry GFP, 3 h; 100% = DMSO control level. GFP response vs DMSO, % at 10 µM. 330,000 compounds, 0.51% hits. AID 2016;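 active = GFP response versus DMSO above a set limit, roughly screen mean plus 3 SD, cut at about 180% in these data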;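 also: median GFP fluorescence of the barcode-gated MEP2-GFP cells per well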
* marks the source's active call; other numbers are inactive results; . = no result given.

Molecule	EBNA-1 inhibitor	LAP4 TOR yeast	RPL19A-GFP yeast	procasp3 activ	procasp7 counter	AHR act	ZTA counter	MEP2 TOR yeast
COc1cc(C(=O)NCCNC(=O)C2CCCNC2=O)cc(OC)c1OC (stereo unspecified)	0.5	112.5	98.7	1.8	3.1	1.1	9.4	99.1
Cc1cc(C)c2nc(SCC(=O)Nc3cc(C)on3)c(C)cc2c1	-14.8	92.7	103.8	-2.3	-3.2	3.1	2.6	107.9
O=C1c2oc3ccccc3c(=O)c2C(c2cccc(O)c2)N1c1ccccn1 (stereo unspecified)	0.7	103.8	97.0	-0.9	-0.9	10.9	-5.2	111.8
O=C(Nc1ccccc1)c1ccn[nH]1	12.5	103.7	97.5	-1.8	3.1	-2.1	9.4	111.7
Cc1ccc(/C=C2\SC(=S)N(CCC(=O)Nc3ccc(O)cc3)C2=O)cc1	-5.5	101.1	98.2	1.9	-1.3	3.8	5.4	99.6
COC(=O)C1=C[C@@H](C(=O)OC)[C@@H]2C3=C(C(=O)C2(C)C)[C@H](c2ccccc2)[C@@H]2C(=O)N(C)C(=O)[C@@H]2[C@@H]3C1	-3.9	110.3	93.3	1.6	1.1	-5.0	-10.8	107.1
Cc1ccc(C23CCC(=O)N2C(C(=O)O)CS3)c(C)c1 (stereo unspecified)	-6.6	100.8	102.2	1.0	3.2	0.1	-2.6	106.4
COc1cc(/C=N/n2c(-c3ccccc3)n[nH]c2=S)ccc1O	-15.3	81.8	107.0	2.8	-5.8	14.1	-3.6	106.0
CN(Cc1nc2ccccc2s1)C(=O)c1ccc(F)cc1	-0.2	113.3	96.6	-1.2	4.5	3.7	5.6	99.6
O=C(COc1ccc(Cl)cc1)Nc1ccc(N2CCN(C(=O)c3ccco3)CC2)cc1	8.6	100.1	96.1	6.9	-5.6	0.3	-4.5	104.3
CCN(CC(=O)Nc1c(F)cccc1F)C(=O)Cc1ccc2c(c1)CCC2	2.0	98.7	99.9	-6.4	-7.8	11.3	9.8	105.0
CC(Oc1ccc2c3c(c(=O)oc2c1)CCC3)C(=O)N[C@@H](Cc1ccccc1)C(=O)O (stereo partly specified)	3.4	102.2	100.4	3.8	2.0	-1.8	3.3	105.2
CCn1nc(NC(=O)c2ccncc2)c2cc3ccc(C)cc3nc21	2.0	107.4	.	-0.4	-10.1	11.7	8.4	100.0
Cc1ccc(C(NC(=O)C(C)C)c2cc([N+](=O)[O-])c3cccnc3c2O)cc1 (stereo unspecified)	-1.3	87.8	94.4	3.4	-19.8	17.9	0.1	94.8
COc1cc2c(cc1OC)CN(C(=O)c1cc3ccccc3oc1=O)CC2	3.4	81.7	96.8	-1.2	8.4	-7.5	-3.1	86.4

Fetched by structure from the list above, two records:
Molecule	EBNA-1 inhibitor	LAP4 TOR yeast	RPL19A-GFP yeast	procasp3 activ	procasp7 counter	AHR act	ZTA counter	MEP2 TOR yeast
O=C(COc1ccc(Cl)cc1)Nc1ccc(N2CCN(C(=O)c3ccco3)CC2)cc1	8.6	100.1	96.1	6.9	-5.6	0.3	-4.5	104.3
Cc1ccc(/C=C2\SC(=S)N(CCC(=O)Nc3ccc(O)cc3)C2=O)cc1	-5.5	101.1	98.2	1.9	-1.3	3.8	5.4	99.6

(cont.)
Molecule	EBNA-1 inhibitor	LAP4 TOR yeast	RPL19A-GFP yeast	procasp3 activ	procasp7 counter	AHR act	ZTA counter	MEP2 TOR yeast
COc1cc(C(=O)OCC(=O)NCc2ccc(F)cc2)cc(NC(=O)c2cccs2)c1OC	-4.7	93.5	94.2	-11.3	-3.8	22.3	8.0	96.2
CC(=O)OC[C@H]1O[C@H](C/C=N/OC[C@@H](O)[C@H]2O[C@@H]3OC(C)(C)O[C@@H]3[C@H]2O)C=C[C@@H]1OC(C)=O	8.5	110.3	95.3	7.7	4.7	4.0	4.9	92.5
O=S(=O)(c1cccc2cccnc12)N1CCN(c2ccccc2)CC1	-8.6	122.6	101.3	-1.0	-6.4	5.3	17.8	104.6
C#CC(C)OC(=O)Nc1cnccc1C(F)(F)F (stereo unspecified)	1.0	95.2	92.3	-3.1	0.4	-0.7	-11.8	89.0
Cc1ccc(NC(=O)Cc2nnc(SCC(=O)c3ccc(Br)cc3)n2C)cc1Cl	13.3	101.6	99.5	-2.4	5.3	1.4	-0.2	106.3
O=c1c(-c2ccc(O)cc2)coc2cc(O)cc(O)c12	5.2	99.7	97.9	-1.3	6.6	0.5	10.6	97.6
CCCc1nc2ccc(N)cc2c(=O)n1Cc1ccccc1Cl	9.6	106.5	105.2	5.9	11.3	8.8	-7.1	113.4
Cc1ccnc(NC(=O)C2CCN(S(=O)(=O)c3cccc4nonc34)CC2)c1	-8.4	108.9	99.0	0.1	-5.8	-10.8	-2.1	105.5
Cc1nc(S(=O)(=O)c2ccc(Br)cc2)nc2c1CCC2	-3.0	106.4	104.2	6.3	2.2	0.7	7.8	104.3
Cc1cc(C)c(O)c(C2(O)C(=O)c3ccccc3C2=O)c1	3.9	113.8	106.7	16.0	3.6	2.0	8.2	105.0
CC1(C)COC(/C=C/c2cccc([N+](=O)[O-])c2)=N1	-12.9	118.9	96.3	5.6	7.3	0.6	-0.3	110.6
CC1=C(C(=O)N2CCOCC2)C(c2ccc(-c3ccccc3)cc2)NC(=S)N1 (stereo unspecified)	1.7	105.2	107.1	-0.1	-1.0	-0.1	-1.9	101.1
COc1ccc(/C=N/NC(=O)c2[nH]c3ccc(Br)cc3c2-c2ccccc2)c(C(=O)O)c1OC	3.0	96.9	100.5	3.6	-6.0	0.7	10.9	95.5
Cc1c(O)nc(SC2CC(=O)N(c3ccccc3)C2=O)[nH]c1=O (stereo unspecified)	5.1	98.1	98.8	-8.0	5.0	1.2	-8.0	95.9
CCOc1ccc2nc(NC(=O)COc3ccc(N(C)S(=O)(=O)c4ccc(C)cc4)cc3)sc2c1	13.3	104.9	95.7	4.4	8.6	0.7	-4.6	96.7

Complete entries from above. Order of values: EBNA-1 inhibitor	LAP4 TOR yeast	RPL19A-GFP yeast	procasp3 activ	procasp7 counter	AHR act	ZTA counter	MEP2 TOR yeast
CC1(C)COC(/C=C/c2cccc([N+](=O)[O-])c2)=N1 as listed: -12.9	118.9	96.3	5.6	7.3	0.6	-0.3	110.6
Cc1cc(C)c(O)c(C2(O)C(=O)c3ccccc3C2=O)c1 as listed: 3.9	113.8	106.7	16.0	3.6	2.0	8.2	105.0
COc1cc(C(=O)OCC(=O)NCc2ccc(F)cc2)cc(NC(=O)c2cccs2)c1OC as listed: -4.7	93.5	94.2	-11.3	-3.8	22.3	8.0	96.2

The listing continues:
Molecule	EBNA-1 inhibitor	LAP4 TOR yeast	RPL19A-GFP yeast	procasp3 activ	procasp7 counter	AHR act	ZTA counter	MEP2 TOR yeast
O=C(CSc1nnc(NC(=O)c2ccccc2)s1)NCc1ccco1	3.5	98.9	95.5	-4.3	4.9	17.5	8.9	99.0
c1ccc(CCN2CN(CCCN3CCOCC3)c3nc4ccccc4n3C2)cc1	-2.1	99.1	99.3	3.6	0.9	1.0	-0.7	92.5
N#CCCn1cnc2c(=S)nc[nH]c21	1.7	100.0	97.9	2.0	1.1	2.2	-15.5	93.3
CC(C)(C)OC(=O)C[C@H]1C/C=C\C[C@H](CC(=O)N[C@H](CO)Cc2ccccc2)C(=O)N2CCC[C@@H]2COC1=O	.	98.2	103.1	-4.6	-4.6	1.3	.	102.5
O=C(c1ccc(Cl)cc1)N1CCN(c2ccc(F)cc2)CC1	-2.2	112.6	92.5	2.1	4.1	57.9*	-5.8	99.5
COc1ccccc1NC(=O)C1=C(C)Nc2nnnn2C1c1cccc(Br)c1 (stereo unspecified)	-3.3	97.5	100.6	-9.6	0.2	2.0	3.2	98.0
CN1N=C2c3ccccc3CCC2C1c1ccc(Cl)cc1 (stereo unspecified)	6.8	107.7	95.3	-6.5	5.9	66.5*	-4.8	97.6
CCCCC1S/C(=N/N=C/c2ccco2)NC1=O (stereo unspecified)	2.1	86.3	97.6	2.6	5.3	5.3	4.4	99.7
CCC(C)(C)NC(=O)C(c1ccc(C)cc1)N(CC1CCCO1)C(=O)CCC(=O)Nc1ccccn1 (stereo unspecified)	2.1	94.1	104.2	0.6	-4.4	-0.9	-13.8	114.1
Fc1ccccc1Sc1ccccc1CNC1=NCCN1	-6.8	89.0	98.7	-5.7	3.5	1.3	-8.6	94.2
CCc1c(C(C)S(=O)(=O)c2ccc(C)cc2)[nH]c(=O)n1-c1ccc(OC(F)(F)F)cc1 (stereo unspecified)	-6.9	.	86.3	-7.5	-16.3	1.0	-8.1	128.4
Cc1ccccc1NC(=O)CN1C(=O)NC(C)(c2ccc3c(c2)OCO3)C1=O (stereo unspecified)	6.5	104.1	102.1	3.6	5.4	0.2	-1.5	99.9
O=[N+]([O-])c1ccc(N2CCCC2)cc1NC(c1ccccc1)c1ccccc1	-6.2	94.4	100.0	-1.1	0.0	-1.3	-18.6	101.7
COc1ccccc1-c1cc(=O)c2c(O)ccc([N+](=O)[O-])c2o1	8.9	122.3	97.1	-8.4	-11.8	31.9	-12.2	93.0
CC1CCCCC12NC(=O)N(CC(=O)N1CCN(S(=O)(=O)Cc3ccccc3)CC1)C2=O (stereo unspecified)	.	93.2	94.9	2.6	10.8	3.7	-0.8	98.7

More compounds.
Molecule	EBNA-1 inhibitor	LAP4 TOR yeast	RPL19A-GFP yeast	procasp3 activ	procasp7 counter	AHR act	ZTA counter	MEP2 TOR yeast
COc1cc(/C=N/NC(=S)N/N=C/c2cc(OC)c(OC)c(OC)c2)cc(OC)c1OC	-3.0	91.5	100.0	-9.0	-20.4	25.6	2.4	100.8
Cc1cccc(-n2nc3c(c2NC(=O)CCC2CCCCC2)CS(=O)C3)c1C (stereo unspecified)	-0.6	90.5	99.6	8.1	1.0	9.4	3.0	98.1
CCN(CC)C(=O)c1sc(NC(=O)c2ccc(C)c([N+](=O)[O-])c2)c(C#N)c1C	-2.9	115.6	105.7	-1.6	-2.6	6.9	9.7	106.0
Nc1c(N(Cc2ccco2)C(=O)c2ccc(Cl)cc2)c(=O)[nH]c(=O)n1Cc1ccccc1	.	100.7	89.2	7.7	-5.6	0.2	-2.7	96.3
CCc1cc(=O)oc2c3c(cc(OCC(=O)Nc4cccnc4)c12)OC(C)(C)CC3	1.2	102.3	97.7	12.2	-1.5	2.6	1.7	101.9
C/C(=N/NC(=O)c1sc(=S)n(C)c1C)c1ccccc1	10.0	93.4	92.7	6.9	-2.1	26.3	-1.6	97.6
CCCc1nc2ccccc2c(=O)n1CCc1ccccc1	4.2	105.0	101.2	-6.8	6.7	26.2	14.2	109.1
O=C(Nc1ccc2c(c1)OCO2)c1cccc(Cl)c1	7.6	97.2	93.7	-1.3	2.8	48.6*	10.3	88.6
CCCCOc1ccc(C(=O)N2CCC(C)CC2)cc1	-10.4	99.0	96.0	4.2	0.1	-2.2	0.1	97.9
O=C(CS(=O)Cc1ccccc1Cl)Nc1ccccc1Cl (stereo unspecified)	-12.9	88.0	89.1	2.8	-2.5	3.8	-3.4	93.2
CCCN(CC(=O)Nc1ccccc1C)C(=O)COc1c(Cl)cccc1Cl	0.3	107.0	98.0	-1.7	1.5	1.4	-29.1	96.2
O=C(NCCN1CCN(c2ccccc2)CC1)Nc1cccc(Br)c1	-6.7	104.4	105.6	5.2	-0.6	0.6	-11.3	121.1
Cc1cc(NC(=O)CSc2nnc(-c3ccco3)n2CC2CCCO2)no1 (stereo unspecified)	-3.2	106.0	101.3	11.1	2.7	-2.8	7.5	107.3
COc1cc2c(=O)n(CCC(=O)NCC3CCCO3)c(=O)n(CC(=O)Nc3ccccc3C)c2cc1OC (stereo unspecified)	-17.3	95.3	96.7	-1.6	7.8	1.6	-5.6	103.2
